N370S GC = N370S glucocerebrosidase modulation, Gaucher chaperone candidate | P04062 | N370S GC spleen homogenate, 4MU-glucoside fluorescence | Potency, µM (highest dose often 59.4 µM), without a hit: top-dose activity change, negative = inhibition, usual class: inhibitors | 330,000 tested, 0.092% active | AID 2101;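 note: 0% = full enzyme activity and -100% = no enzyme basal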
KAT2A inh = blocks human GCN5L2 histone acetyltransferase; Q92830; GCN5L2 HAT assay, ThioGlo1 CoA-SH fluorescence; Potency, µM (titrated, usually from 58.9 µM), for the others: at the top dose activity change, negative = inhibition, most hits filed as inhibitors; 390,000 tested, 0.21% active; AID 504327
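Free CoA generated was detected with ThioGlo1 (50uM) fluorescence at Ex340nm/Em540nm, read immediately and after 20 min at room temperature. Enzyme, 20 nM in HEPES pH 7.5 buffer, saw compounds 15 min before adding 75uM H3(1-25) peptide and 70uM acetyl-CoA.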
FEN1 inh = inhibitors of human flap endonuclease 1; 390,000 tested, 0.35% active; Potency, µM (titrated, usually from 114 µM), inactives show at the top dose activity change, negative = inhibition, hits mostly inhibitors; AID 588795; P39748; Recombinant FEN1 flap cleavage, fluorescence, 15 min; note: nearly all actives have a fitted effect of over 65% in size
Target sequence (P39748 whole entry, looked up): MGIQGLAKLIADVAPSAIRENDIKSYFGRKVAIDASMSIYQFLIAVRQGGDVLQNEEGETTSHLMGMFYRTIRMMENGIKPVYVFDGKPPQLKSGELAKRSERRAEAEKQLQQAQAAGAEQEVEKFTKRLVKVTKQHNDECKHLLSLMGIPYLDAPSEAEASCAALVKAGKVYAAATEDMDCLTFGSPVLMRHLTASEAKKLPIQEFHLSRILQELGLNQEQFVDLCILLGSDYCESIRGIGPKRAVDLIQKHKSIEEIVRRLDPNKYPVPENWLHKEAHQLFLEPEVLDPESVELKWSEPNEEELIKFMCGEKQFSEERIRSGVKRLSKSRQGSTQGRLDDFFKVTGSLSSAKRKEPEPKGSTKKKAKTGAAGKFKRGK
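Recombinant FEN1 (10 nM) was preincubated with pin-transferred compounds for 15 min at room temperature, then flap DNA substrate (50 nM final) was added. Plates were read at 0 and 15 min, and normalized concentration–response data were fitted to a four-parameter Hill equation.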
Starred values were filed as active, the others as inactive; ? = inconclusive; . = no result given; & = joins results of further samples; [ ] = another dose, or the depositor's remark. Calls come from the whole dose curve; as a rule, active = well fitted curve in the direction sought with a large enough effect; inconclusive = small, poorly fitted or top-dose-only effect, or another doubt; inactive = no such curve, though single readings can be large; an effect the other way counts as inactive or inconclusive. Unless noted, % is set by controls: 0 for no effect and ±100 for the full control effect; potency is the fitted concentration of half-maximal effect. Not all compounds are listed, so the mix of outcomes need not match the whole.

mol	N370S GC	KAT2A inh	FEN1 inh
O=C1CNC(=S)N1C1CCCCCC1	-3%	-7%	-19%
COc1ccc(-c2sc3ccccc3c2/C=C/c2ccncc2)cc1	.	-10%	-5%
CCOc1ccc(CCNC(=O)c2ccc3c(c2)NC(=O)C2CCCN32)cc1OCC (stereo not given)	-11%	-6%	.
CCc1ccc(CNc2ccc(N3CCN(C(C)=O)CC3)cc2)cc1	-14%	-15%	-2%
COc1ccc(OC)c2sc(N3CCc4ccccc4C3)nc12	2%	0%	-3%
Brc1ccc(-c2nnc(SCCC3OCCCO3)o2)cc1	5%	1%	-15%
c1ccc(-c2csc3nnc(SCc4ccc5c(c4)OCCO5)n23)cc1	-13%	-4%	7%
COc1ccc(/C=N/NC(=O)c2cccc(C(=O)N/N=C/c3ccc(OC)c(OC)c3)n2)cc1OC	?	0%	-24%
c1ccc(OCc2nn3c(-c4ccccn4)nnc3s2)cc1	1%	-7%	-14%
Cc1csc2nc(COC(=O)CNC(=O)c3ccc(F)cc3)cc(=O)n12	.	12%	-1%
COc1cc2c(cc1OC)CN(C(=O)C1CCCN(C(=O)c3ccc(Cl)cc3)C1)CC2 (stereo not given)	.	-2%	-6%
COc1cc(NC(=O)N2CCC3(CC2)Nc2ccccc2-n2cccc23)cc(OC)c1OC	.	-3%	-1%
COc1cccc(OCC(O)CNC(=O)c2oc3c(C)c(C)ccc3c2C)c1 (stereo not given)	-5%	-5%	-16%
COc1ccc(S(=O)(=O)N2CCCCC2)cc1NC(=O)CSc1nccn1C	8%	-3%	-9%
CCCC1N=C2c3ccccc3N=C(SCC(=O)NCCc3ccc(Cl)cc3)N2C1=O (stereo not given)	.	0%	12%
O=C1CSC(c2cn(-c3ccccc3)nc2-c2cc3ccccc3oc2=O)N1Cc1ccccc1 (stereo not given)	-1%[12.8 µM]	-14%	8%
Nn1c(SCc2cn3cc(Cl)ccc3n2)nnc1-c1ccncc1	-1%	-9%	-1%
O=C(COc1ccc(S(=O)(=O)N2CCCCC2)cc1)NCC1CCCO1 (stereo not given)	-2%	-4%	3%
COc1cc(OC)c2c(-c3cccc(-c4ccc(C(F)(F)F)cc4)c3)cc(=O)oc2c1	21%	-10%&-4%	-24%
O=C(c1ccc2c(c1)OCO2)N1CCCC1	-2%	22%	5%
COc1ccc(-n2ncc3c(=O)n(Cc4c(F)cccc4Cl)cnc32)cc1	3%	11%	-5%
Cc1ccc(S(=O)(=O)N(C)CC(=O)NCCCn2nc(C)cc2C)cc1	.	-1%	17%
CCN1CCN(C(=S)c2ccc(Cl)c(Cl)c2)CC1	-18%	2%	0%
COc1cccc(NS(=O)(=O)c2ccc3[nH]cc(C(=O)NCCN4CCOCC4)c(=O)c3c2)c1	6%	1%	-6%
O=C(O)CCc1nc(-c2ccc(Cl)cc2)no1	-16%	11%	5%
O=S(=O)(NCc1cccs1)c1cccc(S(=O)(=O)N2CCCCC2)c1	-2%	-7%	4%
COc1ccc(F)cc1C(=O)C1CCCN(C(=O)Cc2c(C)noc2C)C1 (stereo not given)	-20%	-1%	20%
COc1ccccc1-c1ccc2ncnc(N3CCN(C)CC3)c2c1	23%	-6%	.
CCCCCCCCOC(=O)CCc1c(C)[nH]c(=S)[nH]c1=O	11%	-3%	1%
O=[N+]([O-])c1ccc(CCn2ccnc2)cc1	-9%	-9%	3%
COc1cccc(/C=C/C(=C2/C(=O)N(c3ccccc3)N=C2C)c2ccc(Br)cc2)c1OC	-2%	9%	-1%
O=C(COc1ccc2c3c(c(=O)oc2c1)CCCC3)NCc1ccccn1	-1%	-11%	2%
O=C(Nc1cccc(F)c1)c1coc(=O)c(Br)c1	4%	-18%	-7%
Cc1cccc(-n2nnc(C(=O)N3CCc4ccccc4C3)c2N)c1	0%	-20%	-8%
CN(CC(=O)Nc1ccc(F)cc1)C(=O)COC(=O)Cc1cccs1	-5%	1%	2%
Cc1ccc(S(=O)(=O)Nc2cc(=O)[nH]c(SCc3ccccc3Cl)n2)cc1	-2%	-6%	-4%
Cc1cccn2c(=O)nc(SCC(=O)N3CCC(C)CC3)nc12	-1%	1%	5%
CCS(=O)(=O)N1CCC(C(=O)NCCN2CCN(Cc3ccccc3)CC2)CC1	1%	2%	-8%
O=C(COCc1cc(-c2ccc3c(c2)OCO3)on1)Nc1cc(Cl)ccc1O	.	3%	14%
CC(CNC(=O)c1cc(Cl)ccc1[N+](=O)[O-])NC(=O)c1cc(Cl)ccc1[N+](=O)[O-] (stereo not given)	-5%[12.8 µM]	-5%	-11%
CC(C)CCn1c(SCCc2ccccc2)nc2c1c(=O)[nH]c(=O)n2C	5%	-23%	0%
CCOC(=O)c1c(NC(=O)COC(=O)CCNS(=O)(=O)c2ccccc2)sc(C(=O)N(C)C)c1C	2%	4%	-4%
CCc1nnc(NC(=O)CN2CCCC(C)C2)s1 (stereo not given)	0%	-1%	-6%
O=C(Oc1coc(CSc2nnc(NC(=O)c3cccs3)s2)cc1=O)c1ccccc1	?	25%	1%
CC1Cc2ccccc2N1C(=O)Cn1c(=O)oc2cc(S(=O)(=O)N3CCCCC3)ccc21 (stereo not given)	-27%	-19%	-3%
CCCN1CCC(=NNC(=O)c2ccc(Br)o2)CC1	20%	-5%	4%
CCCCC/C=C\C\C=C/C=C/C=C/[C@@H](SC[C@H](NC(=O)CC[C@H](N)C(=O)O)C(=O)NCC(=O)O)[C@@H](O)CCCC(=O)O	-7%	-1%	.
Cc1ccc(C(=O)c2ccc([N+](=O)[O-])cc2)c(C)c1	4%	-10%	11%
Cc1ccc(NC(=O)c2cc(-n3cnnc3)ccc2Cl)cc1	0%	-8%	-14%
Cn1c(NCc2ccccc2F)nc2ccccc21	.	-2%	16%
O=C(C1CCC(CNS(=O)(=O)c2cccc3cccnc23)CC1)N1CCc2ccccc21 (stereo not given)	4%	-15%	-10%
CCN(CC)CCn1cnc2c1c(=O)[nH]c(=O)n2Cc1ccccc1	-8%	-18%	18%
CCCS(=O)(=O)N1CCN(C(=O)c2ccc(-c3ccccc3)cc2)CC1	-8%	0%	3%
S=C(NCCC1=CCCCC1)Nc1ccc(Cl)cc1	-7%	-3%	-2%
O=C(Cc1ccc(Cl)cc1)NCCS(=O)(=O)N1CCN(c2ccccc2)CC1	-2%	-2%	9%
CCCc1ccc2oc(C(=O)N3CCN(c4cnccn4)CC3)c(C)c2c1	11%	-9%	-6%

Additional records
mol	N370S GC	KAT2A inh	FEN1 inh
O=C(NCCCc1nc2ccccc2n1Cc1ccccc1Cl)c1ccco1	.	-4%	13%
COc1cc(C(=O)Nc2nnc(CC(=O)N3CCOCC3)s2)cc(OC)c1OC	0%	2%	-7%
O=C(O)c1cccc(-n2cccc2/C=C\[N+](=O)[O-])c1	-1%	?	?
O=C(O)CSc1sc(=S)sc1SCC(=O)O	-13%	-5%	17%
CCCCc1nn2c(=O)cc(COC(=O)C3CCCCC3)nc2s1	.	-5%	17%
CCOC(=O)C1CCN(C2CCN(Cc3nc(-c4ccccc4)no3)CC2)CC1	1%	-15%	3%
COc1ccc2sc(N(Cc3cccnc3)C(=O)c3cccs3)nc2c1	.	-2%	-20%
CCCS(=O)(=O)N1CCC(C(=O)N2CCN(C(=O)OCC)CC2)CC1	3%	-2%	-6%
CCOc1ccc(N2CC(C(=O)NCc3ccc(C)n3C)CC2=O)cc1 (stereo not given)	-3%	-3%	-2%
Cc1ccc(C(C(=O)Nc2ccc(C(C)C)cc2)N(C)C(=O)c2ccc(=O)[nH]c2)cc1 (stereo not given)	-6%	-9%	-10%
CCCCOC(=O)c1ccc(NC(=O)c2cc3c(=O)n4cccc(C)c4nc3s2)cc1	.	-10%	16%
O=S(=O)(c1ccccc1)N1CCN(Cc2ccccc2C(F)(F)F)CC1	0%	-7%	0%
COc1ccc(CCN2C(=O)N(c3ccc(C)cc3)C(=O)C2CC(=O)Nc2ccc(F)cc2)cc1 (stereo not given)	.	-14%	-5%
COc1ccc2oc(C(=O)Nc3nccs3)c(C)c2c1	7%	-16%	0%
COC(=O)c1c(SCC(=O)Nc2cc(C)cc(C)c2)[nH]c2ccccc2c1=O	.	1%	2%
CCSc1nc(O)c(C2OC(=O)c3c2ccc(OC)c3OC)c(=O)n1CC (stereo not given)	-4%	-9%	-3%
Cc1cc(C)n(-c2nc3c(c(=O)[nH]c(=O)n3C)n2CC(O)c2ccccc2)n1 (stereo not given)	-1%	0%	13%
COc1ccc(N2C(=O)CC3(CCCC3)CC2=O)cc1	1%	3%	3%
Cc1ccc2cc(/C=C/C(=O)c3ccco3)c(Cl)nc2c1	17%	-3%	-1%
COc1ccc(CN2CCn3nc(C(=O)NC(C)C)cc3C2=O)cc1	8%	19%	2%
O=S(=O)(Nc1ccc2cn[nH]c2c1)c1ccc(C(F)(F)F)cc1	.	-6%	18%
CC(=O)Nc1nnc(SCc2ccccc2F)s1	-11%	-16%	-6%
COc1ccccc1-c1ccc2ncnc(Nc3ccccc3)c2c1	4%	-9%	.
O=C(CCc1nnc(Cc2ccc3c(c2)OCO3)o1)NCc1nc2ccccc2s1	13%	2%	-1%

Structures above containing a nitro group on carbon (four):
mol	N370S GC	KAT2A inh	FEN1 inh
O=[N+]([O-])c1ccc(CCn2ccnc2)cc1	-9%	-9%	3%
CC(CNC(=O)c1cc(Cl)ccc1[N+](=O)[O-])NC(=O)c1cc(Cl)ccc1[N+](=O)[O-] (stereo not given)	-5%[12.8 µM]	-5%	-11%
Cc1ccc(C(=O)c2ccc([N+](=O)[O-])cc2)c(C)c1	4%	-10%	11%
O=C(O)c1cccc(-n2cccc2/C=C\[N+](=O)[O-])c1	-1%	?	?

Additional records follow:
mol	N370S GC	KAT2A inh	FEN1 inh
O=C(NN1CCOCC1)c1ccc(Cl)s1	3%	1%	13%
C=C1CCN(C(Cc2ccccc2)C(=O)NCc2ccc(Cl)c(Cl)c2)S(=O)(=O)c2ccccc21 (stereo not given)	-4%	.	-2%
COC(=O)c1ccc(Cn2c(=O)cc(C(F)(F)F)c3c(C)nn(C)c32)cc1	.	0%	-8%
Cc1coc2cc3oc(=O)c(CCC(=O)NCCCN4CCCC4=O)c(C)c3cc12	8%	-4%	15%
O=C(OCC(=O)N1CCC(c2ccccc2)=N1)c1ccc([N+](=O)[O-])s1	-4%	-6%	-15%
Cc1nc2cc(CO)ccc2n1C	3%	-3%	-9%
Cc1occc1-c1nnc(SCC(=O)Nc2ccccc2)n1CCc1ccccc1	6%	-1%	9%
CC(C)N1C(=O)c2ccccc2C1C(=O)NC1CCCCCC1 (stereo not given)	-11%	0%	0%
COc1cc(C(C(=O)NC2CCCCC2)N(C(=O)c2snc(C(N)=O)c2N)c2ccc(C)cc2)ccc1O (stereo not given)	22%	-3%	-5%
Cc1nc(NCc2ccccc2)c2cc[nH]c2n1	-2%	-7%	17%
Cc1onc(-c2ccccc2)c1CNC(=O)CN1C(=O)c2ccccc2C1=O	?	-1%	-8%
COc1ccc(CN2CCN(C(=O)CCC(=O)c3ccc(C)s3)CC2)cc1OC	.	-6%	-3%

Sorted by length of the SMILES (ascending): part of the list above
mol	N370S GC	KAT2A inh	FEN1 inh
Cc1nc2cc(CO)ccc2n1C	3%	-3%	-9%
Cc1nc(NCc2ccccc2)c2cc[nH]c2n1	-2%	-7%	17%
Cc1occc1-c1nnc(SCC(=O)Nc2ccccc2)n1CCc1ccccc1	6%	-1%	9%
Cc1onc(-c2ccccc2)c1CNC(=O)CN1C(=O)c2ccccc2C1=O	?	-1%	-8%

Screens: PubChem, National Center for Advancing Translational Sciences (NCATS)
